Source: PubChem BioAssay (several laboratories)
TRAIL sens C8 = sensitizes caspase-8 expressing cells to TRAIL | NB7+C8 cells + TRAIL, ATPlite viability luminescence | inhibition (viability loss, TRAIL sensitization), % at 10 µM | 1% of 360,000 active | AID 624354;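 active = compounds causing at least 50% loss of cell viability in the single-dose screen, relative to plate controls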
NR2E3 ag-1 = human photoreceptor-specific nuclear receptor agonism; Q9Y5X4; CHO-S Gal4-NCOR/VP16-NR2E3 two-hybrid, luciferase; inhibition of corepressor binding, % at 3.98 µM; 0.35% of 360,000 active; AID 602229;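 active = inhibition above the mean of all tested compounds plus 3 SD, cut at about 70% in these data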;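 also: 0% = DMSO with NR2E3 transfected cells and 100% = cells lacking NR2E3 construct; higher means lower luciferase signal from less NR2E3 corepressor binding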
Target sequence (Q9Y5X4 whole entry, looked up, the tested form may be a part): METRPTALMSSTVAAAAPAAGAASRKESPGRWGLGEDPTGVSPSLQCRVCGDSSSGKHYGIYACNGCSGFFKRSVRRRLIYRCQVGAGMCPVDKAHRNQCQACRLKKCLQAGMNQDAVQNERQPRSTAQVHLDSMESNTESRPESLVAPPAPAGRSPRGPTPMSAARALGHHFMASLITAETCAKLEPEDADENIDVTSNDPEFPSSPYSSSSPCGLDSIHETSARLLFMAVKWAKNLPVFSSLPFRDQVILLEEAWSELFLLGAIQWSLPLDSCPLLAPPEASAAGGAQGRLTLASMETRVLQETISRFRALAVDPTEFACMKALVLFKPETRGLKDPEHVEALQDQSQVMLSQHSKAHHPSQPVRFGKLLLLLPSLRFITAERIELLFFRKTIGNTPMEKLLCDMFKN
TRPM1 prom inh = MITF TRPM1 promoter inhibition in SK-MEL-5 cells; inhibition, % at 12.5 µM; SK-MEL-5 TRPM1 promoter luciferase, 24 h; 0.83% of 330,000 active;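 active = mean inhibition across replicates of 60% or more, whatever share of single replicates reaches that level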; also: values of inactives mirror those of a sister screen read the other way
EBV LMP1 NFkB = reduces LMP1-driven NF-kappaB luciferase signal; inhibition, % at 12.5 µM; AID 504558; LMP1-induced NF-kappaB luciferase reporter cells, luminescence; 0.69% of 350,000 active; in the data active = inhibition above about 41%;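 also: 0% = neutral control wells and 100% = reference inhibitor control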
Shn3 inh set2 = inhibitors of Schnurri-3 3'UTR reporter in osteoblasts; Clone20 osteoblast Shn3 3'UTR firefly luciferase, 24 h; inhibition, % at 12.5 µM; 0.52% of 360,000 active;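 active = mean inhibition of at least 75% with every replicate also reaching 75%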;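 also: 0% = median of neutral control wells and 100% = pilot-screen positive control compound; some compounds past the cut are filed as inactive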
KKLEB cytotox = reduces viability of KKLEB cystic fibrosis airway cells; KKLEB CF airway cells viability, ATPlite luminescence, overnight; stronger effect = lower value; cells stimulated with P. aeruginosa culture filtrate; activity change (cytotoxicity), % at 5 µM; 0.36% of 360,000 active; AID 602141;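 active = corrected activity change at or below -50% at 5 µM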
HIF-2a block = blocks HIF-2a reporter activity. 0.72% of 360,000 active. 786-0 RCC cells HIF-2a reporter, luciferase luminescence, overnight. AID 624352. inhibition, % at 18.8 µM;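 active = inhibition of the luminescence signal of 40% or more relative to plate controls, in a single-dose primary screen at 18.75 µM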
iPSC survival up = hiPSC single-cell survival enhancement. ATPlite luminescence; 100% = ROCK inhibitor wells, 0% = DMSO. survival enhancement, % at 20 µM. 0.044% of 360,000 active. AID 602274; in the data active = survival enhancement above about 18%;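 also: cells exposed to compounds for 16 hours before the ATP read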
CF NFkB inh = cystic fibrosis NF-kB activation inhibition. KKLEB NF-kB-GFP reporter, PAF-induced, GFP fluorescence overnight. inhibition, % at 5 µM. 0.86% of 360,000 active. AID 588850;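 active = at least 50% inhibition at 5 µM, scaled per plate between neutral and stimulator controls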;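 also: PAF is a Pseudomonas aeruginosa culture filtrate used as stimulus; plate controls were PAF-stimulated DMSO wells for no effect and unstimulated DMSO wells for full effect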
NR2E3 ag-2 = agonists of human nuclear receptor NR2E3; Q9Y5X4; GST-NR2E3/biotin-RetCOR TR-FRET, 1536-well; inhibition of corepressor binding, % at 4.78 µM; 0.12% of 320,000 active; AID 2300;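 active = percent inhibition above the cutoff of mean plus 3 SD of all tested compounds, set per screening campaign, cut at about 20% in these data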;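 also: 0% = DMSO wells and 100% = biotin wells as full block of FRET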
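Material: NR2E3–RetCOR corepressor complex | Quantity: 1.35 nM GST-tagged NR2E3 final | Schedule: 5 h at 4 °C | Replication: Singlicate compound wells | Reagent: RetCOR corepressor, biotinylated, 7 nM | Controls: Biotin wells as high control, 0.6% DMSO wells as low control | Signal: TR-FRET, Eu(K)-anti-GST donor, streptavidin-D2 acceptor, ex 340, em 617/671 nm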
Peg3 prom inh = inhibitors of Peg3 promoter; inhibition, % at 20 µM; 1.7% of 360,000 active; HeLa PEG-Prom luciferase reporter, luminescence, overnight;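 active = inhibition of at least 50% at 20 µM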
Starred values were filed as active, the others as inactive; / = not tested or not shown; & = joins results of further samples. Not all compounds are listed. The share of hits here may be higher or lower than overall.

structure	TRAIL sens C8	NR2E3 ag-1	TRPM1 prom inh	EBV LMP1 NFkB	Shn3 inh set2	KKLEB cytotox	HIF-2a block	iPSC survival up	CF NFkB inh	NR2E3 ag-2	Peg3 prom inh
COc1ccc(C(=O)N/C(=C/c2cccs2)C(=O)NC(C)(C)C)cc1OC	-6	-27	-1	5	6	-4	14	0.3	6	-3	8
COc1cccc(-c2noc(N)c2C#N)c1	1	-23	9	5	21	-3	-24	4.6	14	-2	-9
CCCCCC1(C(=O)OCC)CC(CSC(=N)N)OC1=O (configuration not stated)	29	-17	-15	-12	-1	24	4	2.8	-18	1	17
COc1ccccc1NC(=O)c1c(N=Cc2cccc([N+](=O)[O-])c2)cnn1C	-4	-18	4	3	3	-9	17	-0.4	10	0	15
CCOc1ccc(C(O)c2nccn2C)cc1 (configuration not stated)	-8	4	8	1	0	-4	15	4.4	6	3	4
COc1cc(O)c(C(C)=O)c(CC(=O)O)c1	0	1	/	-5	13	-4	5	-1.6	-9	8	5
Cn1nc(C(=O)NNC(=O)c2ccccc2F)c2ccccc2c1=O	-11	18	-1	-8	-11	12	8	1.7	-22	/	1
Cc1cccc(CSc2nc3ccccc3c(=O)n2C)c1	15	38	18	16	70	-8	5	0.1	11	5	5
O=C(c1cccc(S(=O)(=O)N2CCc3ccccc32)c1)N1CCN(CCO)CC1	2	-5	1	0	1	4	2	-1.0	4	/	12
CN(C)c1cccc(NC(=O)c2ccco2)c1	-3	-15	16	-1	-7	20	-35	0.0	1	-5	-16
Cc1nnc(NC(=O)c2cccc(NC(=O)C(C)C)c2)s1	-5	-12	-7	-7	-18	0	-23	-3.0	2	0	-28
CCCCn1c(N)c(N(CCC(C)C)C(=O)CCN2C(=O)C3CC=CCC3C2=O)c(=O)[nH]c1=O (configuration not stated)	-15	-6	7	-5	-19	7	10	-0.3	-11	-1	-6
CCOC(=O)C1CCN(c2c(NCCCN(C)C3CCCCC3)c(=O)c2=O)CC1	6	-6	/	-13	-8	5	14	3.2	-25	-3	13
Cc1c(C(=O)Nc2ccc(S(=O)(=O)Nc3ncccn3)cc2)oc2ccc(Cl)cc12	6	14	3	7	6	-1	8	1.6	-44	3	4
O=C(CSc1nnc(-c2cccnc2)o1)Nc1ccccn1	19	-37	-45	-5	-33	-8	-103	-1.6	6	6	-153
Nc1ccc2nn(-c3cc([N+](=O)[O-])ccc3O)nc2c1	-10	-19	4	-5	-25	11	-18	-0.6	-1	0	-20
CC(=O)c1cccc(NC(=O)N2CC(C)OC(C)C2)c1 (configuration not stated)	8	-11	2	-13	-5	11	11	0.2	-40	4	-15
O=C(Nc1nnc(SCc2cccc3ccccc23)s1)C1COc2ccccc2O1 (configuration not stated)	4	-19	-1	-5	-25	11	4	18	-2	0	5
O=C(O)C1C2CCC(CC2)C1C(=O)O (configuration not stated)	-1	-14	2	0	-5	-7	12	5.0	8	/	20
CNCC[C@H](Oc1cccc2ccccc12)c1cccs1	12	24	7	0	-19	-14	-3	-2.4	47	2&0	90*
Cc1oc(/C=N/NS(=O)(=O)c2ccccc2)cc1Br	-5	-15	-3	-88	-3	6	-9	-3.1	-34	-2	0
CN(C)CCCN(Cc1ccc2c(c1)OCO2)C(=O)NC1CCCCC1	-11	20	20	6	-10	-3	3	-0.1	2	4	5
NC(=O)NOCc1c(F)cccc1Cl	-6	-33	-7	-4	17	7	6	0.8	1	5	-6
Cc1ccc2nc(/C(C#N)=C/c3ccc(-c4ccccc4C(=O)O)o3)[nH]c2c1	2	-33	9	-1	-25	-9	6	-0.4	12	-3	4
Cc1cccc(CCNC(=O)CCc2nc(-c3ccccc3F)no2)c1	-18	-25	0	7	-5	-6	12	-2.5	3	3	10
CSc1nnc(Cn2c(=O)sc3ccccc32)n1CCc1ccccc1	19	-3	1	-16	-11	-5	0	1.9	4	0	14
CC1CCN(CCC(=O)Nc2ccc(Cl)cc2)CC1	-5	-9	-2	-3	12	-1	3	-0.3	-3	-4	11
Cc1cccc(-n2cc(CN3CCCN(C=O)CC3)c(-c3cccc(F)c3)n2)c1	-6	-27	0	-1	-16	0	-47	1.3	16	0	-6
CCn1c(=O)cc(SCC(=O)Nc2ccc3c(c2)OCO3)c2ccccc21	5	-30	-4	3	-7	6	-149	-0.7	-41	-3	-20
Cc1ccc(Nc2nc(Cl)nc(NC3CCCCC3)n2)cc1	34	-19	-34	-45	-44	-24	-167	1.6	38	0	-109

Profiles, quoted from the list. Values in the order: TRAIL sens C8, NR2E3 ag-1, TRPM1 prom inh, EBV LMP1 NFkB, Shn3 inh set2, KKLEB cytotox, HIF-2a block, iPSC survival up, CF NFkB inh, NR2E3 ag-2, Peg3 prom inh
Results for Cc1ccc(Nc2nc(Cl)nc(NC3CCCCC3)n2)cc1 : 34, -19, -34, -45, -44, -24, -167, 1.6, 38, 0, -109
Results for CC(=O)c1cccc(NC(=O)N2CC(C)OC(C)C2)c1 (configuration not stated) : 8, -11, 2, -13, -5, 11, 11, 0.2, -40, 4, -15

Carrying on:
structure	TRAIL sens C8	NR2E3 ag-1	TRPM1 prom inh	EBV LMP1 NFkB	Shn3 inh set2	KKLEB cytotox	HIF-2a block	iPSC survival up	CF NFkB inh	NR2E3 ag-2	Peg3 prom inh
CCC(=O)CCC(=O)c1ccc2ccccc2c1	11	-80	-41	-20	-80	5	-309	-1.9	-18	0	-264
CNC(=O)CSc1nc2sccc2c(=O)n1-c1ccccc1	0	8	-8	-6	10	1	-3	-0.2	8	4	16
Cc1ccccc1CN(CC(=O)Nc1cccc([N+](=O)[O-])c1)S(=O)(=O)c1ccc(Cl)cc1	8	1	0	-4	64	-3	3	-1.4	15	-3	40
COc1cccc(C2/C(=C(/O)c3cnn(-c4ccccc4)c3C)C(=O)C(=O)N2CCN(C)C)c1OC (configuration not stated)	7	0	6	-1	-4	0	14	0.0	8	1	4
CSCC[C@H](NC(=O)Nc1ccc(Oc2ccccc2)cc1)C(=O)O	12	-26	-2	0	-2	-2	13	2.9	0	-1	0
O=C1NC(=O)C(=Cc2ccc(Cl)cc2Cl)S1	9	62	-24	-4	-59	7	-223	3.0	54*	/	-148
CCCC(=O)NC(c1ccccc1Cl)c1c(O)ccc2ccccc12 (configuration not stated)	20	11	5	-1	-2	-18	25	-0.1	13	-5	33
CCN(CC)CCOC(=O)c1ccc(NC(=O)CNC(=O)C2CCCCC2)cc1	-16	-7	0	6	-3	19	22	-1.5	-12	2	9
CN(C)C(=O)c1ccc(Nc2nc(-c3cccs3)nc3ccccc23)cc1	15	20	-12	-12	-25	-8	-28	2.8	0	-4	14
N#Cc1c(SCC(=O)O)nc(-c2ccccc2)c2c1CCCC2	-7	-5	-6	-11	-97	2	4	1.2	-11	9	7
CSc1ccccc1C(=O)NCCOc1ccccc1C	-6	-5	-10	2	-13	-9	-9	0.0	18	-1	12
COc1ccccc1NC(=O)COC(=O)c1c[nH]c2ccccc12	3	-7	-10	4	2	3	-4	-1.1	17	-1	-9
O=C(OCc1ccc([N+](=O)[O-])cc1)C1CC(=O)N(CCc2ccccc2)C1 (configuration not stated)	4	-16	-5	-1	15	-6	-2	0.0	12	4	0
CC(Oc1cccc(Cl)c1)C(=O)Nc1ccc(S(=O)(=O)N(C)C2CCN(C)CC2)cc1 (configuration not stated)	5	-44	-35	-1	26	-19	5	0.0	17	2	11
CCOc1ccc(NC(=O)NCc2ccccn2)cc1	-10	-57	-2	-7	-10	-5	-26	-0.4	2	-1	-29
CC(C)c1nc2sc3c(SCCN(C)C)ncnc3c2c2c1CCC2	-2	-25	12	0	-2	5	22	-0.6	-11	/	-1
Cc1csc(NC(=O)c2cnccn2)n1	-7	-14	-44	-6	-46	-5	-85	-0.3	-29	-1	-58
NC(=O)C1CCN(CCC(=O)Nc2ccc3c(c2)CCC3)CC1	-1	-9	-3	8	2	-7	3	-2.1	2	0	14
COc1ccc(CC(=O)NC(C)c2nnc(SCC(=O)c3ccc(Br)cc3)n2C)cc1 (configuration not stated)	-15	-16	10	-2	7	6	-13	0.8	2	-2	-4
C[C@@H]1CN([C@@H](C)CO)C(=O)CCCn2nncc2CO[C@@H]1CN(C)S(=O)(=O)c1cccc(C#N)c1	-9	-19	/	-1	0	3	4	-0.9	27	/	-14
CCCn1c(=O)c2sccc2n2c(CCCC(=O)NCc3cccnc3)nnc12	-14	-50	-1	2	1	5	6	1.8	-8	2	2
Cc1ccc(NC(=S)N2CCN(C3CCCCC3)CC2)cc1	0	16	13	-17	8	2	17	3.6	-18	2	16
O=C(O)c1ccc(COc2ccccc2/C=C2\NC(=O)N(Cc3ccccc3F)C2=O)cc1	-7	-26	-3	3	7	-6	23	3.8	9	-1	13
O=C(COC(=O)CNC(=O)C12CC3CC(CC(C3)C1)C2)NC1CCS(=O)(=O)C1 (configuration not stated)	1	6	12	9	-53	6	6	3.0	-2	3	6
CC(c1ccccc1)n1cc(C(=O)NCC2COc3ccccc3O2)nn1 (configuration not stated)	4	18	5	-1	7	0	13	-2.8	-6	4	16
O=C(NCCCn1ccnc1)/C(=C/c1ccco1)NC(=O)c1ccco1	-1	-5	6	-3	-2	4	10	0.8	-7	-5	5
Cc1ccc(NC2=CC(=O)CC(c3ccccc3)C2)cc1 (configuration not stated)	-6	-60	13	10	7	-12	-24	0.3	20	2	-15
COCCNC(=O)C1CCN(C(=O)C2CC(=O)N(c3ccc(C)cc3)C2)CC1 (configuration not stated)	23	-19	1	3	7	4	14	0.2	-9	2	1
COc1ccc(OC)c(Cc2cnc3nc(N)nc(N)c3c2C)c1	84*	21	8	11	27	1	39	0.6	-12	/	54*
CCN(C[C@H]1N[C@@](Cc2ccccc2)(C(=O)OC)[C@H]2C(=O)N(C)C(=O)[C@@H]12)C(=O)c1ccccc1	14	-42	-2	-2	-9	10	2	3.6	-2	/	2
CC1CCCCN1C(=O)CCC(=O)Nc1nnc(C2CCCCC2)s1 (configuration not stated)	-3	-9	8	-4	-9	0	-18	0.4	13	-2	-11
COc1ccc(C(CNC(=O)CSc2ccc(Br)cc2)N2CCOCC2)cc1 (configuration not stated)	-3	-15	5	-2	-8	1	12	-0.4	9	-2	5
CC(C)(C)C1CCC(=NNc2nc3ccccc3[nH]2)CC1 (configuration not stated)	3	-56	5	-2	-8	21	-57	-2.1	-7	5	-82
CCOc1ccc(CN2CCNC(=O)C2CC(=O)OC)cc1 (configuration not stated)	-22	11	-1	4	14	1	13	6.9	-36	6	2
NNC(=O)CNc1ccccc1Cl	-13	24	1	6	0	-2	8	-0.4	-4	-1	12
COc1ccc(NC(=O)Cn2nnc(C(=O)Nc3ccc(F)c(Cl)c3)c2N)cc1	12	-14	-7	-4	7	-44	-2	-0.1	61*	1	22
